# Screening data from PubChem.
# EP2 modulator: modulates human prostaglandin E2 receptor EP2 signaling; P43116; induction, % at 25 µM; EP2-expressing cells, cAMP HTRF FRET, PGE2 co-stimulation; 260,000 tested, 0.83% active; AID 940;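 active = compounds whose cAMP rise, as percent of the full-agonist control response, exceeds 60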;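 also: rat C6 glioma line stably carrying human EP2 under a CMV promoter; the protocol text gives 20 µM as final concentration; 100% = response of wells given 1 µM PGE2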
# Target sequence (P43116 whole entry, looked up): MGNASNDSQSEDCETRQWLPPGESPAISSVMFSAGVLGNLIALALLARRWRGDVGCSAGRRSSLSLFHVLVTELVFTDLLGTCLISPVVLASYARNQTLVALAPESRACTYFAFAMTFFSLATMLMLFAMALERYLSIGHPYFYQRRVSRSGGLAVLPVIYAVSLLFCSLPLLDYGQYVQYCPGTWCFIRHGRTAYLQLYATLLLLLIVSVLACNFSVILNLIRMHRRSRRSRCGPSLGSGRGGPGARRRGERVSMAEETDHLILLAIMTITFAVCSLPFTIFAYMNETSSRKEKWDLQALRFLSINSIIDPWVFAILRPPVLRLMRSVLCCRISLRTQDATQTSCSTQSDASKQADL
# EP2 antag: inhibitors of human EP2 prostaglandin E2 receptor; 260,000 tested, 0.52% active; C6 glioma cells expressing human EP2, cAMP TR-FRET; cells stimulated with saturating PGE2; inhibition, % at 25 µM; P43116;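 active = percent inhibition above 40 after rounding to a whole number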;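 also: rat C6 glioma host cells with rolipram phosphodiesterase inhibitor present; the protocol text gives 20 µM as final concentration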
# Starred values were filed as active, the others as inactive; & = joins results of further samples. Not all compounds are listed, so the mix of outcomes need not match the whole.
SMILES,EP2 modulator,EP2 antag
COc1ccc(/C=C(/NC(=O)c2ccc(OC)c(OC)c2)C(=O)N2CCOCC2)cc1,-32.4,4.9
CC(C)C(c1nnnn1C(C)(C)C)N(Cc1cccs1)Cc1cc2cc3c(cc2[nH]c1=O)OCO3 (centres undefined),55.2,11.7
Cc1cc(-c2cc(N)c(=O)n(CC(=O)NCc3ccc4c(c3)OCO4)n2)c(C)o1,-81.8,6.4
C=CCNC(=O)C1CCCN(S(=O)(=O)c2ccc(F)cc2)C1 (centres undefined),-4.3,10.8
CC(O)CN(Cc1ccc2c(c1)OCO2)Cc1cnn(-c2ccccc2)c1 (centres undefined),-27.1,2.2
CCOc1ccc(-n2c(SCC(=O)N3CCCCC3C)nnc2-c2cccnc2)cc1 (centres undefined),-8.7,13.4
COc1ccc(C2(O)CCN(CC(=O)Nc3ncc(C)s3)CC2)cc1,-6.9,7.4
NC1=NC(=O)CC(C(=O)Nc2ccc3ccccc3c2)S1 (centres undefined),4.0,16.2
Cc1nn(CC(=O)NCC2CC2)c(=O)c2cc3occc3n12,-34.3,7.7
CCOc1ccc(N2CC(C(=O)Nc3ccccc3Cl)CC2=O)cc1 (centres undefined),-12.2,11.2
COc1ccc(OCC(=O)Nc2ccc(N3CCCC3)c(Cl)c2)cc1,-29.7,6.0
Cn1c(SCC(=O)c2c[nH]c3ccccc23)nnc1-c1cccc(Cl)c1,-38.9,17.7
O=C1OC(=O)C2C3CCC(O3)C12 (centres undefined),23.4&37.0,7.8&9.0
CC(O)CN(Cc1ccc2c(c1)OCO2)Cc1cn[nH]c1-c1ccccc1 (centres undefined),-19.2,3.1
O=C(CCCN1CCN(c2ccccn2)CC1)c1ccc(F)cc1,13.5,13.0
O=C(CSc1nnc(-c2ccco2)n1Cc1ccccc1)N1CCCCC1,-21.9,13.2
O=c1[nH]c2ccc(S(=O)(=O)NCC3CCCN(Cc4ccccc4)C3)cc2[nH]1 (centres undefined),-32.9,11.9
O=C(CN1CCC(O)(c2ccccc2)CC1)NC1CC1,14.3,9.3
CCN1CCN(c2ccc(NC(=O)c3ccc(OC)cc3)cc2)CC1,-32.5,16.2
COc1ccc(C2(NC(=O)c3ccc(Cn4cccn4)cc3)CCCC2)cc1,-29.7,5.6
N#Cc1c(NC(=O)CN2CCN(c3ccccc3F)CC2)sc2c1CCCC2,1.7,11.7
CCOc1ccc(Cl)cc1C1NC(=O)NC(C)=C1C(=O)OC (centres undefined),13.1,12.4
COc1ccc2cc3c(N)c(C(=O)N4CCCC(C)C4)sc3nc2c1 (centres undefined),-63.5,22.4
O=C(O)CCCNC1C=CS(=O)(=O)C1 (centres undefined),-11.1,11.7
Cc1ccc(-c2cc(C(F)F)n3ncc(C(=O)NCc4cccnc4)c3n2)cc1,11.4,6.6
COC1=CC(=O)C=C(OC)C1=O,-24.1,74.6*
Cn1c(SCC(=O)Nc2ccc(F)cc2)nnc1-c1cccs1,-4.2,14.7
CCOc1ccc(NC(=O)CSc2nc(-c3cccs3)cc(C(F)(F)F)n2)cc1,3.8,10.9
Cc1cc(C)cc(NC(=O)CCN2CCCC(C)C2)c1 (centres undefined),-21.4,14.2
COc1ccc(-n2c(SCC(=O)N(C(C)C)C(C)C)nnc2-c2ccncc2)cc1,0.8,16.5
CCC1c2ccc(C)n2CCN1Cc1ccccc1OCCCN(C)C (centres undefined),4.8,3.5
COc1ccccc1OCC(=O)N1CCCC1,-21.2,9.9
CCCC(=O)Nc1sc(C(=O)Nc2cccc(C)c2C)c(C)c1C#N,-39.4,9.9
COc1ccc(S(=O)(=O)N2CCC(C(=O)Nc3c(C)cc(C)cc3C)CC2)cc1OC,-1.0,13.3
CC(C)NC(=O)C1CCN(S(=O)(=O)c2cc(Cl)ccc2Cl)CC1,-24.2,5.6
CCOC1C=CC(Oc2nc(N(C)C)nc(N(C)C)n2)=NN1 (centres undefined),13.9,14.0

# Individual results from the list.
# `Cc1cc(-c2cc(N)c(=O)n(CC(=O)NCc3ccc4c(c3)OCO4)n2)c(C)o1` in EP2 antag → 6.4
# `COc1ccc(S(=O)(=O)N2CCC(C(=O)Nc3c(C)cc(C)cc3C)CC2)cc1OC` in EP2 modulator → -1.0
# `COc1ccc(-n2c(SCC(=O)N(C(C)C)C(C)C)nnc2-c2ccncc2)cc1` in EP2 modulator → 0.8
# `O=C(O)CCCNC1C=CS(=O)(=O)C1` (centres undefined) in EP2 antag → 11.7
# `COc1ccc2cc3c(N)c(C(=O)N4CCCC(C)C4)sc3nc2c1` (centres undefined) in EP2 antag → 22.4

# Additional records:
SMILES,EP2 modulator,EP2 antag
Nc1nc(N)c2[nH]c(CNC3CCC(C(=O)O)CC3)nc2n1 (centres undefined),13.6,7.8
COc1cc(C(=O)Nc2nc(-c3ccc(F)cc3)c(C)s2)cc(OC)c1OC,11.4,16.7
Cc1cccc2cc(C(c3nnnn3Cc3ccccc3)N3CCCCC3)c(=O)[nH]c12 (centres undefined),68.5*,12.8
CCOc1ccc(CC(=O)NCc2nc(-c3ccncc3)n[nH]2)cc1,10.0,5.5
Cc1cc(O)c(C=O)c2c1C(=O)Oc1c(COC(=O)/C=C/C(=O)O)c(O)c(C(=O)O)c(C)c1O2,62.9*,9.5
Fc1ccc(-c2cc3nc4c(c(NCCc5ccccn5)n3n2)CCC4)cc1,19.3,6.4
CN(C1CCCCC1)C(c1ccc(F)cc1)c1nnnn1C1CCCCC1 (centres undefined),41.7,8.6
O=C(Cn1nc(C(F)(F)F)c2c1CCCC2)Nc1ccccc1,26.7,18.1
Clc1ccc(C(c2nnnn2C2CCCC2)N2CCc3ccccc3C2)cc1 (centres undefined),33.3,5.6
NC(=O)CCN1CCOCC1,-14.6,5.9
CCc1ccc2[nH]c(=O)c(CN(CCO)C(=O)c3ccc(C)cc3)cc2c1,-13.2,8.8
COc1ccc(-n2c(Cc3ccccc3)nnc2SCC(=O)N2CCOCC2)cc1,-14.4,13.2

# 4 of the compounds above, as labelled records:
canonical_smiles: COc1ccc(C2(O)CCN(CC(=O)Nc3ncc(C)s3)CC2)cc1
  EP2 modulator = -6.9; EP2 antag = 7.4

canonical_smiles: CCOc1ccc(CC(=O)NCc2nc(-c3ccncc3)n[nH]2)cc1
  EP2 modulator = 10.0; EP2 antag = 5.5

canonical_smiles: NC(=O)CCN1CCOCC1
  EP2 modulator = -14.6; EP2 antag = 5.9

canonical_smiles: O=C(CCCN1CCN(c2ccccn2)CC1)c1ccc(F)cc1
  EP2 modulator = 13.5; EP2 antag = 13.0

# Three entries out of the list above, arranged by the number in EP2 modulator, low to high.
molecule,EP2 modulator
CCc1ccc2[nH]c(=O)c(CN(CCO)C(=O)c3ccc(C)cc3)cc2c1,-13.2
CN(C1CCCCC1)C(c1ccc(F)cc1)c1nnnn1C1CCCCC1 (centres undefined),41.7
Cc1cc(O)c(C=O)c2c1C(=O)Oc1c(COC(=O)/C=C/C(=O)O)c(O)c(C(=O)O)c(C)c1O2,62.9*

# Remaining list, next part:
SMILES,EP2 modulator,EP2 antag
Cc1ccc(OCc2nnc(SCC(=O)NNC(=O)C3CCCCC3)n2C)cc1,9.2,8.6
Cc1ccn2c(c1)nc(=O)c1c(=O)[nH]c3ccccc3c12,5.7,12.5
CC[C@@H](Cn1ncc2ccccc2c1=O)NC(=O)CCc1nn(C)c(=O)c2ccccc12,-5.5,7.1
O=C(O)CCN1C(=S)CSC1=S,-11.8,11.2
O=C(c1ccc(CN2CCCCC2)o1)N1CCn2cnnc2C1,-15.1,8.0
CC(=O)OCC(=O)[C@@]1(O)[C@H](C)CC2C3CCC4=CC(=O)C=C[C@]4(C)[C@@]3(F)[C@@H](O)C[C@@]21C (some centres undefined),24.1,11.4
O=C(CSc1nc(C2CCCCC2)nc2ccccc12)Nc1ccc2c(c1)OCO2,2.0,12.2
CC1CCN(C(=O)CN(c2ccc(Cl)cc2)S(C)(=O)=O)CC1,-33.9,2.8
CC1=[N+](CCC#N)CC(C)(C)C1,-2.8,6.5
Cc1ccc(CNCc2ccco2)cc1,-19.5,14.0
C[N+](C)(C)[C@H](Cc1c[nH]c(=S)[nH]1)C(=O)O,3.9,9.5
Fc1ccc(C(c2nnnn2C2CCCCC2)N2CCCCCC2)cc1 (centres undefined),13.5,5.7
CCn1c(=O)oc2cc(S(=O)(=O)NC3C4CCCCC43)ccc21 (centres undefined),-56.7,8.3
COC(=O)c1cn(CC(=O)Nc2ccccc2Cl)c2ccccc12,-4.6,8.8
CC1Cc2ccccc2N1C(=O)CSc1nnc(-c2ccc(F)cc2)o1 (centres undefined),-23.3,8.0
Cn1c(=O)c2[nH]c(COCc3nc4c([nH]3)c(=O)n(C)c(=O)n4C)nc2n(C)c1=O,15.3,38.0
COc1ccc(C(=O)NC(=S)Nc2ccc(S(=O)(=O)Nc3cc(OC)ncn3)cc2)cc1,-87.0,25.5
O[C@@H]1CN(Cc2ccc(F)cc2)CC[C@H]1NCc1cccnc1,-2.4,8.5
CN1CCN(NC(=O)CSc2nc(-c3ccc(F)cc3)cc(C(F)(F)F)n2)CC1,-35.1,11.3
CC(Sc1nnc(COc2ccc3ccccc3c2)n1C)C(=O)Nc1ccccc1 (centres undefined),-35.0,10.8
Cc1ccc(NC(=O)Cn2cc(C(=O)C3CC3)c3ccccc32)cc1C,1.1,6.5
COc1ccc(S(=O)(=O)N2CCC(C(=O)Nc3c(F)cccc3F)CC2)cc1C,-21.3,7.2
CC(C)(C)c1cc(C(=O)N2CCC3(CC2)NC(=O)c2ccccc2O3)n[nH]1,-7.6,6.0
CS(=O)(=O)N(CC(=O)NCc1ccc2c(c1)OCO2)c1ccc(F)cc1,16.9,19.3

# Profiles, quoted from the list. Order of values: EP2 modulator	EP2 antag
# `Cc1ccc(NC(=O)Cn2cc(C(=O)C3CC3)c3ccccc32)cc1C` reads 1.1	6.5
# `CC(C)(C)c1cc(C(=O)N2CCC3(CC2)NC(=O)c2ccccc2O3)n[nH]1` reads -7.6	6.0
# `Cn1c(=O)c2[nH]c(COCc3nc4c([nH]3)c(=O)n(C)c(=O)n4C)nc2n(C)c1=O` reads 15.3	38.0
# `O[C@@H]1CN(Cc2ccc(F)cc2)CC[C@H]1NCc1cccnc1` reads -2.4	8.5
# `CCn1c(=O)oc2cc(S(=O)(=O)NC3C4CCCCC43)ccc21` (centres undefined) reads -56.7	8.3

# Carrying on:
SMILES,EP2 modulator,EP2 antag
Cc1ccc(-n2c(O)c(/C=N/c3nn[nH]n3)c(=O)[nH]c2=O)cc1,4.8,11.3
COc1ccc(S(=O)(=O)N(CCc2ccccc2)Cc2cc3c(C)ccc(C)c3[nH]c2=O)cc1,-28.3,6.2
COc1cc(/C=C\c2nc(O)c([N+](=O)[O-])c(=O)[nH]2)ccc1OCc1ccccc1F,24.0,11.1
CCOCCCNc1nc2c(c(=O)[nH]c(=O)n2C)n1Cc1cccc(C)c1,5.5,12.0
O=C(Cn1ncc2cccn2c1=O)NC1CCCCC1,-8.2,6.4
CN1C(=O)c2cccc3c(S(=O)(=O)Nc4ccc(C(=O)O)cc4)ccc1c23,8.1,11.0
N#CC1=C(N)OC2=C(C(=O)OC2)C1c1c(Cl)cccc1Cl (centres undefined),0.3,15.1
COCCn1c(SCC(=O)N2CCc3ccccc32)nnc1C(C)C,-23.6,2.1
O=C1CCCCCN1C(=O)c1cccc(C(=O)N2CCCCCC2=O)n1,-2.2,9.3
COc1ccc2cc(C#N)c(SCC(=O)Nc3cc(C(F)(F)F)ccc3Cl)nc2c1,56.1,19.4
CCOc1cc(NC(=O)c2ccco2)c(OCC)cc1NC(=O)CCC(=O)N1CCCC1,-20.4,5.4
COc1cc(/C=C2\SC(=S)N(CCC(=O)Nc3cccc(F)c3)C2=O)cc(OC)c1OC,-4.6,5.1
COc1cc2cc(CN(CCCO)C(=O)c3cccs3)c(=O)[nH]c2cc1OC,-15.7,11.2
Cn1c(=O)c2c(nc(Cl)n2Cc2ccc(C#N)cc2)n(C)c1=O,-17.0,9.8
Fc1ccccc1CN(CCCn1ccnc1)Cc1ccoc1,14.3,8.4
O=C(CSc1nc2sc3c(c2c(=O)[nH]1)CCCC3)Nc1ccccc1-c1ccccc1,42.7,15.7
CC[N+]1(CC)Cc2c(c(-c3ccccc3)c3ccccc3c2Cl)C1,7.8,8.7
CC(C)(C)C(=O)Nc1nc2ccc(F)cc2s1,-45.6,6.4
O=C(CN1CCC(N2CCCCC2)CC1)Nc1ccccc1-n1cccc1,13.4,23.2
CCCNC(=O)C(=O)NCc1cccnc1,-2.7,6.4
c1ccc(B2OC[C@@H]3OB(c4ccccc4)O[C@H]([C@@H]4COB(c5ccccc5)O4)[C@H]3O2)cc1,12.7,40.7*
Cc1nc(NC(=O)C2CCCCC2)sc1C(=O)Nc1ccc2c(c1)OCCO2,-34.6,12.1
COc1ccc(-n2nnnc2SCC(=O)c2cc(Cl)ccc2OC)cc1,-48.2,17.2
COC(=O)c1ccccc1NC(=O)CSc1nnc(-c2ccc(OC)c(OC)c2)n1C,28.5,7.9
O=C(Nc1ccc(C(O)CN2CCN(c3ncccn3)CC2)cc1)C1CC1 (centres undefined),-6.7,7.9
CC(COc1ccc(/C=C/c2ccccc2)cc1)[N+](C)(C)C (centres undefined),-15.1,10.9
COc1cc(NC(=O)CSc2nnc(-c3cccs3)n2C)cc(OC)c1,-1.1,8.0
COc1ccccc1NC(=O)CN1c2cccc3cccc(c23)S1(=O)=O,21.8,10.3
